Source: PubChem BioAssay (National Center for Advancing Translational Sciences (NCATS))
Anesthetic bind: binds horse apoferritin like a general anesthetic | Potency, µM (titrated, usually from 77.5 µM), inactives show at the highest dose activity change, negative = displacement, usual class: inhibitors | apoferritin/1-aminoanthracene competitive binding, fluorescence | 350,000 tested, 0.074% active; further: potency means the concentration at half of the fitted maximal effect; on the % scale 0 is the no-effect control and ±100 the full control effect; nearly all actives have a fitted effect of over 20% in size
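Horse-spleen apoferritin (10 uM) was mixed with 50% saturated 1-aminoanthracene in PBS, exposed to compounds for 10 min at room temperature, and read for fluorescence (ex 380 nm, em 535 nm). Competitive displacement was fitted with a four-parameter Hill equation.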
POLB inh: inhibitors of human DNA polymerase beta; 340,000 tested, 1.3% active; P06746; AID 485314; Pol beta primer extension/strand displacement, fluorescence kinetic; Potency, µM (titrated, usually from 114 µM), inactives show at the top dose activity change, negative = inhibition, usual class: inhibitors; further: potency means the concentration at half of the fitted maximal effect; on the % scale 0 is the no-effect control and ±100 the full control effect
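Preincubation: enzyme (10 nM) with compound, 15 min, RT. Reaction: substrate added to 50 nM final. Reads: 0 and 10 min. Analysis: normalized, Hill fit.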
APEX1 inh: inhibitors of human APE1 endonuclease. recombinant APE1, TAMRA/BHQ-2 abasic DNA cleavage fluorescence. 350,000 tested, 0.35% active. Potency, µM (titrated, usually from 65.8 µM), for the others: at the highest dose activity change, negative = inhibition, most hits filed as inhibitors;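 further: potency means the concentration at half of the fitted maximal effect; plate controls were vehicle for no effect and reference inhibitor for full effect; nearly all actives have a fitted effect of over 55% in size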
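Endonuclease cleavage of a quenched abasic-site DNA duplex (50 nM) by APE1 (0.75 nM) was tracked by TAMRA dequenching. Compounds were preincubated with enzyme 15 min at room temperature; data normalized to buffer-only and DMSO wells plus NSC13755 control.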
Pol eta inh: DNA polymerase eta (human) inhibition | Q9Y253 | recombinant Pol eta, fluorescent DNA replication assay | Potency, µM (highest dose often 114 µM), without a hit: top-dose activity change, negative = inhibition, hits mostly inhibitors | 390,000 tested, 1.2% active; further: potency means the concentration at half of the fitted maximal effect; on the % scale 0 is the no-effect control and ±100 the full control effect
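Pol eta at 10 nM preincubated with compounds 15 min at room temperature; reaction started with fluorescent substrate (50 nM final) and read kinetically at 0 and 10 min.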
ERG-DNA inh: inhibitors of human ERG Ets domain-DNA interaction; P11308; fluorescence polarization, His-ERG Ets domain / labelled DNA; Potency, µM (highest dose often 76.9 µM), inactives show top-dose FP activity, negative = inhibition, most hits filed as inhibitors; 370,000 tested, 0.028% active; active means well fitted inhibition curve with a large enough effect in the polarisation, with a control signal flat; inconclusive means small, poorly fitted or top-dose-only effect, or effect the other way, or a change in a side signal; inactive means no such curve, though single readings can be large or run the other way; the % refers to the polarisation;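 further: polarization taken with two DNA probes labelled with fluorescein and Texas red; potency means the concentration at half of the fitted maximal effect; % of control where 0% means no effect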
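His-tagged ERG Ets domain (1 uM in the protein solution; 300mM KCl, 50mM Tris-HCl, 1mM EDTA, 1mM DTT, pH 7.5) received compound, then a probe mix of 5 nM fluorescein-DNA and 100nM Texas-615-DNA. Fluorescence polarization was read for both dyes.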
POLK inh: inhibitors of human DNA polymerase kappa. Q9UBT6. purified Pol kappa, fluorescent DNA synthesis assay, 10 min. Potency, µM (doses to about 107 µM), for inactives: at the highest dose activity, negative = inhibition, usual class: inhibitors. 400,000 tested, 0.53% active. AID 588579; further: potency means the concentration at half of the fitted maximal effect; on the % scale 0 is the no-effect control and ±100 the full control effect
Target sequence (Q9UBT6 whole entry, looked up): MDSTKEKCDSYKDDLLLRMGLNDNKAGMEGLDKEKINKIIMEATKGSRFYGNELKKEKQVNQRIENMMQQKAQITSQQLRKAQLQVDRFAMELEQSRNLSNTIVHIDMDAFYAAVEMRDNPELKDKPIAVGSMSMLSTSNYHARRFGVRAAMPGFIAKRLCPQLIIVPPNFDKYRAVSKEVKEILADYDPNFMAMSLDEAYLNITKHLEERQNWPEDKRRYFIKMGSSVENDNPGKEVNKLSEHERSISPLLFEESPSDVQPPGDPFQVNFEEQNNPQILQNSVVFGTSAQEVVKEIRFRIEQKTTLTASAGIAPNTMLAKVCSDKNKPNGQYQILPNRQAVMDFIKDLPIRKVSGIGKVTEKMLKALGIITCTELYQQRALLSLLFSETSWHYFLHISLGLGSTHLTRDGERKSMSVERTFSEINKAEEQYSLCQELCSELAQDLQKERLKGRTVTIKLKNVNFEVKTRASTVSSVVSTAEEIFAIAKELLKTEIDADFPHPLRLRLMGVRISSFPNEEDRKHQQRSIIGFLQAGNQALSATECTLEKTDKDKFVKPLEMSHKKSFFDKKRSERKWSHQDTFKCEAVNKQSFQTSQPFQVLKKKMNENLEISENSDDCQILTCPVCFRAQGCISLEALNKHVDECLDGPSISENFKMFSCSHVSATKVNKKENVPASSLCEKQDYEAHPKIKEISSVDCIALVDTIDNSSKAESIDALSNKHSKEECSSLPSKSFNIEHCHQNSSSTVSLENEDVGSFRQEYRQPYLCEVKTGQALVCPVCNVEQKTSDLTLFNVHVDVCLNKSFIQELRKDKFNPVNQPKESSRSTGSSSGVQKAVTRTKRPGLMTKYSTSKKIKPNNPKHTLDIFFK
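Enzyme at 10 nM met test compounds for 15 min at room temperature. Substrate addition (50 nM final) began the reaction, which was monitored by fluorescence at 0 and 10 min.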
LDHA block: LDHA (human) enzyme inhibition. P00338. activity change, % (values are at about 110 or 230 µM). purified LDHA, NADH/diaphorase-resazurin fluorescence; stronger effect = lower value. 480,000 tested, 0.15% active. AID 1347041; in the data active means activity change below about -30%; inconclusive means mostly about -25% to -30%;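 further: plate controls were DMSO wells for no effect and wells without enzyme for full effect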
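Human LDH5 at 2 nM final in Tris HCl pH 7.4 with 0.06 mM NADH and 0.2 mM pyruvate, reacted 5 minutes at room temperature. Remaining NADH coupled via diaphorase/resazurin; resorufin fluorescence read at 0 and 20 minutes, normalized to enzyme-free and DMSO wells.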
ALOX12 inh: ALOX12 (human) lipoxygenase inhibition. P18054. purified 12hLO, xylenol orange hydroperoxide absorbance. Potency, µM (doses to about 108 µM), for inactives: at the top dose activity change, negative = inhibition, actives largely listed as inhibitors. 580,000 tested, 1.1% active; further: potency means the concentration at half of the fitted maximal effect; on the % scale 0 is the no-effect control and ±100 the full control effect
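Hydroperoxide product was detected by ferrous iron/xylenol orange as the 573 to 405 nm absorbance ratio. Arachidonic acid at 40 uM (final) was turned over for 30 min at room temperature by 150 nM human 12hLO, pH 7.0 Hepes buffer, after 15 min compound preincubation.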
RGS4 inhibitor: blocks human RGS4-accelerated GTP hydrolysis; Transcreener GDP fluorescence polarization, RGS4-accelerated GTP hydrolysis; Potency, µM (top dose mostly 114 µM), for inactives: top-dose activity change, negative = inhibition, most hits filed as inhibitors; 390,000 tested, 0.039% active; AID 504845; further: potency means the concentration at half of the fitted maximal effect; on the % scale 0 is the no-effect control and ±100 the full control effect; nearly all actives have a fitted effect of over 75% in size; some results filed as inactive show a strong effect at the top dose
Target sequence (P49798 whole entry, looked up): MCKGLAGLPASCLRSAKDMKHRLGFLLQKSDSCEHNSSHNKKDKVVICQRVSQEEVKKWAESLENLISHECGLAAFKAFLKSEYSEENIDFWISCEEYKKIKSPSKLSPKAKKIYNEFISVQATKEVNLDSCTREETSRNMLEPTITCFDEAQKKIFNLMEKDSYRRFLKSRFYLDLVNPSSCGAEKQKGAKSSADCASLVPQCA
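MLSMR compounds (23 nl, pin-transferred) preincubated 10 min at room temperature with a 500nM (2x) first reagent, then RGS4 at 900nM (2x) plus Transcreener GDP mix added; fluorescence polarization (620/688 nm) read before and after 90 min at 30 °C.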
* hit, by the source's call; ? = inconclusive; · = no result given; & = joins results of further samples; [ ] = dose if it differs, or a comment. Unless noted, the call rests on the fitted dose curve; in most records, active means well fitted curve in the direction sought with a large enough effect; inconclusive means small, poorly fitted or top-dose-only effect, or another doubt; inactive means no such curve, though single readings can be large; an effect the other way counts as inactive or inconclusive. The list is partial, so the mix of outcomes need not match the whole.

Below each SMILES – Anesthetic bind | POLB inh | APEX1 inh | Pol eta inh | ERG-DNA inh | POLK inh | LDHA block | ALOX12 inh | RGS4 inhibitor
> Cc1ccc(-c2cc(C(F)F)nc(S(C)(=O)=O)n2)cc1
→ -8% | 20% | 4% | -18% | 0% | -30% | -9 | -1% | -31%
> CCCNC(=O)COC(=O)C1CCN(S(=O)(=O)c2ccc3c(c2)OCCO3)CC1
→ · | · | -9% | 5% | -4% | -17% | -3 | -11% | 7%
> Cc1ccc(NC(=O)CN2C(=O)NC3(CCCc4ccccc43)C2=O)c(C)c1 (stereo not given)
→ · | · | 41% | -20% | 8% | 3% | -1 | 0% | -14%
> C=C(c1cn(C(C)=O)c2ccccc12)c1cn(C(C)=O)c2ccccc12
→ · | · | · | -19% | -8% | -3% | 0 | -18% | -54%
> O=C(COC(=O)C(O)c1ccccc1)c1ccc2c(c1)OCCO2 (stereo not given)
→ -23% | 8% | -1% | -12% | -8% | -7% | -12 | 453%[activator] | 3%
> OC(COC(c1ccc(F)cc1)c1ccc(F)cc1)CN1CCc2ccccc2C1 (stereo not given)
→ -19% | -1% | 1% | ? | 2% | -16% | -8 | 2% | -7%
> Cc1cccc(-n2ncc3c(NC4CCCC4)ncnc32)c1
→ -4% | -12% | · | 2% | 5% | -10%[60.1 µM] | 2&4 | 5%&-21% | 4%
> COc1ccc(C(C)(C)C)cc1NC(=O)c1cc(S(=O)(=O)N(C)C)ccc1N1CCCC1
→ ? | ? | -6% | ? | -9% | 3% | 5 | -8% | -19%
> COc1cccc(C(=O)N2CCCc3ccccc32)c1
→ ? | -6% | 1% | -11% | 0% | -11% | -5 | 0% | 9%
> Cc1ccc(C)c(CSc2nc3c([nH]c4ccccc43)c(=O)n2C)c1
→ -10% | 9% | · | -15% | -1% | -4%[60.1 µM] | -2 | 0% | -1%
> CCN(CC)S(=O)(=O)c1cccc(NC(=O)CN(C)C2CCCCC2)c1
→ -12% | 15% | -1% | -12% | -4% | 4% | -7 | -1% | 5%
> COc1ccc(CN2CCNC(=O)C2CC(=O)NCc2csc(C)n2)c(F)c1 (stereo not given)
→ 0% | 0% | 57%[activator] | -11% | 2% | 1% | 0 | 41%[activator] | -7%
> COCCn1c(=S)[nH]c2cc(C(=O)N3CCC(C(N)=O)(N4CCCCC4)CC3)ccc2c1=O
→ -13% | 12% | -2% | -15% | 0% | 7% | -2 | ? | 10%
> Cc1ccc(NC(=O)C(C)N2C(=O)c3ccccc3C2=O)c(C)c1 (stereo not given)
→ -10% | 3% | 52%[activator] | -16% | 15% | -1% | -7 | 0% | 20%
> C/C(=C/C(=O)N1CCN(C)CC1)C(=O)O
→ -9% | -3% | 2% | -5% | 7% | -7% | -6 | -8% | -15%
> C#CC(C)OC(=O)Nc1cnccc1C(F)(F)F (stereo not given)
→ -5% | -1% | 0% | 2% | -10% | -13% | 0 | 0% | 13%
> CCOc1ccc(NC(=O)c2cnn3c2NC(c2cccc(OC)c2)=CC3c2ccccc2)cc1 (stereo not given)
→ -18% | 3% | · | -20% | -7% | -10% | 0 | 14% | 5%
> Cc1ccc2oc(C(=O)NCc3ncc(C)[nH]3)c(C)c2c1
→ -10% | 44% | 4% | -4% | 0% | -9% | -5 | 12% | 13%
> Cc1ccc(-c2nc3sc(CCNS(=O)(=O)c4cc(F)ccc4F)c(C)n3n2)cc1
→ -16% | -26% | · | -17% | -6% | 3%[60.1 µM] | 5 | 9% | 9%
> COc1ccccc1NC(=O)CN1C(=O)CSc2ccc(S(=O)(=O)N3CCCC3)cc21
→ 53%[activator] | ? | · | -3% | -1% | -16% | -4 | -9% | -13%
> Cc1ccsc1/C=N/NC(=O)c1cccc(S(=O)(=O)Nc2ccccc2Cl)c1
→ -7% | -1% | -2% | -11% | 7% | -7% | -10 | -8% | 10%
> Cc1ccc(-c2csc(NC(=O)CSc3nc(C)cc(=O)[nH]3)n2)cc1
→ ? | 11% | -1% | -11% | -3% | -6% | 3 | -5% | ?
> CCCCn1nnnc1SCC(=O)Nc1cccc(C)c1
→ -11% | 18% | 30%[12.4 µM] | -23% | -5% | -1% | 1 | -7% | -11%
> CC(C)CCn1cnc2c(cnn2-c2ccc(Cl)cc2)c1=O
→ -8% | 16% | -4% | -1% | 1% | 2% | -4 | 4% | 30%
> Cc1ccccc1C(=O)NCCN1CCOCC1
→ -3% | 10% | -3% | -13% | 2% | -2% | -1 | -18% | 16%
> O=C(CN1CCN(c2ccc(O)cc2)CC1)Nc1cc(S(=O)(=O)N2CCCC2)ccc1Cl
→ -13% | 7% | -10% | 26% | 6% | -20% | 13 | ? | -26%
> O=C(NCc1cccnc1)c1ccc(-c2ccc(Cl)cc2)o1
→ -5% | 14% | -1% | -6% | -5% | 9% | -2 | ? | -37%
> COc1ccc(C2C(=O)N(C3CCCCC3)CC(=O)N2Cc2ccc3c(c2)OCO3)cc1 (stereo not given)
→ -14% | 25% | 5% | -10% | -9% | -14% | 0 | -19% | 14%
> C=CCN1C=CC(=O)[C@@H](OC(=O)Nc2ccc(Br)cc2)[C@H]1c1ccccc1Br
→ · | · | · | -16% | 2% | 11% | -4 | -3% | 10%
> CCOC(=O)c1c(NC(=O)C(F)(OC)C(F)(F)F)sc(C(=O)N2CCCCC2)c1C (stereo not given)
→ ? | 13% | -10% | -12% | -5% | -12% | 0 | 48%[activator] | -16%[11.4 µM]

Whole records from above:
C/C(=C/C(=O)N1CCN(C)CC1)C(=O)O is entered as Anesthetic bind = -9%; POLB inh = -3%; APEX1 inh = 2%; Pol eta inh = -5%; ERG-DNA inh = 7%; POLK inh = -7%; LDHA block = -6; ALOX12 inh = -8%; RGS4 inhibitor = -15%
Cc1ccc(-c2cc(C(F)F)nc(S(C)(=O)=O)n2)cc1 is entered as Anesthetic bind = -8%; POLB inh = 20%; APEX1 inh = 4%; Pol eta inh = -18%; ERG-DNA inh = 0%; POLK inh = -30%; LDHA block = -9; ALOX12 inh = -1%; RGS4 inhibitor = -31%
OC(COC(c1ccc(F)cc1)c1ccc(F)cc1)CN1CCc2ccccc2C1 (stereo not given) is entered as Anesthetic bind = -19%; POLB inh = -1%; APEX1 inh = 1%; Pol eta inh = ?; ERG-DNA inh = 2%; POLK inh = -16%; LDHA block = -8; ALOX12 inh = 2%; RGS4 inhibitor = -7%

Continuation:
Below each SMILES – Anesthetic bind | POLB inh | APEX1 inh | Pol eta inh | ERG-DNA inh | POLK inh | LDHA block | ALOX12 inh | RGS4 inhibitor
> CCCNC(=O)c1ccc2c(c1)N=C(C)c1c(C)ccc(C)c1S2
→ -8% | 2% | · | -16% | 2% | -11% | -13 | -13% | -5%
> Cc1ccc(S(=O)(=O)NCC(=O)N(CC(=O)NCc2ccco2)Cc2ccc3c(c2)OCO3)cc1
→ -22% | -14% | 1% | -14% | 5% | -4% | -3 | 0% | -22%
> COc1ccccc1CNC(=O)C(C)n1c(=O)cc(-c2ccccc2)c2c(C)nn(C)c21 (stereo not given)
→ 3% | 8% | · | -11% | -4% | -2% | -5 | ? | 17%
> O=C1NC(=O)/C(=C\c2ccccc2OCc2ccc([N+](=O)[O-])cc2)N1
→ -6% | -18% | -7% | -2% | -13% | -4%[60.1 µM] | -5 | -5% | -23%[11.4 µM]
> O=C(NCC(c1ccco1)N1CCCC1)c1cn(Cc2ccccc2)nc1-c1ccccc1 (stereo not given)
→ · | · | -6% | -14% | 1% | -16% | -5 | 137% | -20%
> CCOC(=O)C1CCN(C(=O)c2nn(-c3ccc(C)cc3)c(=O)c3c2c2ccccc2n3C)CC1
→ -2% | 7% | · | · | -9% | 5% | -6 | -28% | 13%
> C=C(C)CN(CC)C(=O)CSc1ccc(S(=O)(=O)N2CCN(C)CC2)cn1
→ · | · | 21% | -13% | 11% | -20% | -7 | -11% | -35%
> COc1ccc(C(=O)N/N=C/c2ccc(OC)c(COc3ccccc3)c2)cc1
→ -3% | -9% | 15% | -3% | -6% | -14% | -6 | 6% | 25%
> CCSc1nc2c([nH]c3ccccc32)c(=O)n1-c1cccc(OC)c1
→ -10% | 0% | · | -21% | 1% | -13%[60.1 µM] | -1 | ? | 9%
> Cc1ccc(OCC(=O)Nc2ccc3c(c2)C(=O)NC3=O)c(C)c1
→ -5% | 51% | 25% | 8% | -7% | -9% | -10 | 3% | 27%
> Cc1ccc(S(=O)(=O)N2CCOCC2)cc1C(=O)Nc1cccc(C(=O)NC2CC2)c1
→ · | · | -2% | -4% | 12% | 0% | -2 | 7% | -9%
> CS(=O)(=O)c1ccc(S(=O)CC(=O)OCc2ccccc2)c([N+](=O)[O-])c1 (stereo not given)
→ -17% | 6% | 2% | -4% | -7% | -5% | 32 | -21% | ?
> Cn1c(=N)n(CC(=O)c2ccc(Br)cc2)c2ccccc21
→ · | · | · | -14% | -3% | -8% | 2 | 35%[activator] | 9%
